# ERG Ets-DNA blk = qHTS for Small Molecule Inhibitors of the ERG Ets/DNA interaction; fluorescence polarization, His-ERG Ets domain / labelled DNA; Potency, µM (top dose mostly 76.9 µM), inactives show at the top dose FP activity, negative = inhibition, usual class: inhibitors; 370,000 compounds, 0.028% hits; AID 624246, 2012; active = well fitted inhibition curve with a large enough effect in the polarisation, with a control signal flat; inconclusive = small, poorly fitted or top-dose-only effect, or effect the other way, or a change in a side signal; inactive = no such curve, though single readings can be large or run the other way; the % refers to the polarisation;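 also: polarization taken with two DNA probes labelled with fluorescein and Texas red; potency is read from the fitted curve at half-maximal effect; % of control where 0% means no effect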
#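 His-tagged ERG Ets domain (1 uM in the protein solution; 300mM KCl, 50mM Tris-HCl, 1mM EDTA, 1mM DTT, pH 7.5) received compound, then a probe mix of 5 nM fluorescein-DNA and 100nM Texas-615-DNA. Fluorescence polarization was read for both dyes.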
# GLS inh = qHTS for Inhibitors of Glutaminase (GLS). Glutaminase kidney isoform, mitochondrial (Homo sapiens), O94925. GLS enzymatic activity, qHTS titration. Potency, µM (titrated, usually from 45.5 µM), without a hit: top-dose activity change, negative = inhibition, actives largely listed as inhibitors. 410,000 compounds, 0.21% hits; also: potency is read from the fitted curve at half-maximal effect; % is scaled to controls: 0 for no effect and ±100 for the full control effect
#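 Assay buffer: 45 mM KH2PO4 pH 8.2, 0.02% Tween-20. hKGA acts on L-glutamine (1 mM solution added); product glutamate is reported by an oxidase/peroxidase Amplex Red coupling, with fluorescence taken at baseline and 30 min.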
# JMJD2A Tudor = qHTS Assay for Inhibitors of JMJD2A-Tudor Domain; AlphaScreen JMJD2A-Tudor / H3K4me3 peptide binding; 390,000 compounds, 4.4% hits; Potency, µM (series often up to 114 µM), for the others: at the top dose activity change, negative = inhibition, usual class: inhibitors; also: potency is read from the fitted curve at half-maximal effect; % is scaled to controls: 0 for no effect and ±100 for the full control effect; nearly all actives have a fitted effect of over 50% in size
# G9a inh = qHTS Assay for Inhibitors of Histone Lysine Methyltransferase G9a; Histone-lysine N-methyltransferase EHMT2 (Homo sapiens), Q96KQ7; G9a H3K9 monomethylation, AlphaScreen, 2 h; Potency, µM (titrated, usually from 102 µM), for the others: at the highest dose activity, negative = inhibition, most hits filed as inhibitors; 350,000 compounds, 8.8% hits; also: potency is read from the fitted curve at half-maximal effect; % is scaled to controls: 0 for no effect and ±100 for the full control effect; nearly all actives have a fitted effect of over 75% in size
#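 Quantitative HTS format: methyltransferase activity on a biotin-tagged H3K9 peptide is measured by AlphaScreen, using a rabbit anti-monomethyl-H3K9 antibody with streptavidin donor and anti-IgG acceptor beads. Final levels are 20 nM enzyme, 500 nM peptide, 20 uM SAM; 2 h RT.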
# Pin1 inh = qHTS Assay to Find Inhibitors of Pin1; Peptidyl-prolyl cis-trans isomerase NIMA-interacting 1 (Homo sapiens), Q13526; Pin1 FP peptide displacement, HiFluor488, 10 min; Potency, µM (top dose mostly 115 µM), for inactives: at the highest dose activity, negative = inhibition, hits mostly inhibitors; 390,000 compounds, 0.009% hits; active = well fitted inhibition curve with a large enough effect in the polarisation, with a control signal flat, not every such curve was filed as active; inconclusive = small, poorly fitted or top-dose-only effect, or effect the other way, or a change in a side signal; inactive = no such curve, though single readings can be large or run the other way; the % refers to the polarisation; also: potency is read from the fitted curve at half-maximal effect; % is scaled to controls: 0 for no effect and ±100 for the full control effect
# PI4K2A block = qHTS for small molecular inhibitors of PI4K2A; activity change, negative = inhibition, % at 76.9 µM; 420,000 compounds, 0.13% hits; purified PI4K2A, ADP-Glo luminescence, 1 h; hits give low values; in the data active = activity change below about -50%; inconclusive = mostly about -30% to -49%;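 also: -100% = wells without enzyme as full effect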
# Target sequence (Q9BTU6 whole entry, looked up): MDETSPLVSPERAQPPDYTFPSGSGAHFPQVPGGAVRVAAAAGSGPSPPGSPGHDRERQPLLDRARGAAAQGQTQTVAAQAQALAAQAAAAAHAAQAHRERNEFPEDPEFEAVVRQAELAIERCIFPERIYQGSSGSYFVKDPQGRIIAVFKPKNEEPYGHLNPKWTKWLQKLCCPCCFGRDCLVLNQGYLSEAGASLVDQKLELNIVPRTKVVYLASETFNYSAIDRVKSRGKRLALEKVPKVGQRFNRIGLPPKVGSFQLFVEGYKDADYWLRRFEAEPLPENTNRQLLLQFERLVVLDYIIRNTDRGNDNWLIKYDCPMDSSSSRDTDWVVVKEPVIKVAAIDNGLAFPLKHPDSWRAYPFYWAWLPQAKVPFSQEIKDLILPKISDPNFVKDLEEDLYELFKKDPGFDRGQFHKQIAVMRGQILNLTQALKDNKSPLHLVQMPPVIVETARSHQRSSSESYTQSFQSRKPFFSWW
#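 Compounds are screened against recombinant PI4K2A using PI as substrate and ATP, the latter dispensed at 300 microM. Reactions run one hour at ambient temperature before ADP-Glo detection; full inhibition defined by wells lacking enzyme.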
# Tb PGK inh = qHTS Assay to Find Inhibitors of Phosphoglycerate Kinase; PGK/GAPDH coupled, Kinase-Glo luminescence, 60 min; AID 602233, 2012; Potency, µM (series often up to 57.5 µM), without a hit: at the top dose activity change, negative = inhibition, actives largely listed as inhibitors; 380,000 compounds, 0.043% hits; also: potency is read from the fitted curve at half-maximal effect; % is scaled to controls: 0 for no effect and ±100 for the full control effect; nearly all actives have a fitted effect of over 60% in size
# Target sequence (P07378 whole entry, looked up): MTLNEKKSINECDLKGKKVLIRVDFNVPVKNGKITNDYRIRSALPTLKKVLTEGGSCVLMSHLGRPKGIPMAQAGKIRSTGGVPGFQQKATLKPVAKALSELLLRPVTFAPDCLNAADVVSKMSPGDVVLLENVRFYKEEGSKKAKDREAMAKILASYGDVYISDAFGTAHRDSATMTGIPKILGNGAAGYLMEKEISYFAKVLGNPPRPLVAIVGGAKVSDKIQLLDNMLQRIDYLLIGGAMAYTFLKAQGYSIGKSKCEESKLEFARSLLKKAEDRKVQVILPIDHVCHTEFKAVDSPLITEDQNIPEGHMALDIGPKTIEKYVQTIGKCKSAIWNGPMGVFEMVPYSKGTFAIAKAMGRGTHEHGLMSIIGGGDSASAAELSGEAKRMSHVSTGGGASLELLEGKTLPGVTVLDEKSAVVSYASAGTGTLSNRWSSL
#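 Recombinant glycosomal PGK reaction used 1,3-bisphosphoglycerate generated in-well by GAPDH (100nM final) in 100mM TEA pH 7.6, 5mM MgCl2, 0.01% Tween-20. After 60 minutes at room temperature, ATP was read by Kinase-Glo Plus luminescence end-point.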
# BAZ2B inh = qHTS Assay for Inhibitors of BAZ2B; Bromodomain adjacent to zinc finger domain protein 2B (Homo sapiens), Q9UIF8; AlphaScreen BAZ2B-H3K14Ac peptide displacement; Potency, µM (highest dose often 114 µM), inactives show at the highest dose activity change, negative = inhibition, most hits filed as inhibitors; 360,000 compounds, 4.4% hits; AID 504333, 2011; also: potency is read from the fitted curve at half-maximal effect; % is scaled to controls: 0 for no effect and ±100 for the full control effect; nearly all actives have a fitted effect of over 60% in size
#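 BAZ2B 50 nM plus b-H3(5-23)K14Ac 50 nM, PBS pH 7.4/0.01% Tween-20, 30 min RT; compound added (max 110 uM), 30 min RT; streptavidin donor/Ni-chelate acceptor beads 10 ug/mL final, 20 min dark; AlphaScreen read.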
# HP1b binding inh = HTS for Inhibitors of HP1-beta Chromodomain Interactions with Methylated Histone Tails; Chromobox protein homolog 1 (Homo sapiens), P83916; AlphaScreen HP1-beta / biotin-H3K9me3 peptide binding; Potency, µM (titrated, usually from 114 µM), for inactives: at the top dose activity change, negative = inhibition, hits mostly inhibitors; 390,000 compounds, 0.56% hits; also: potency is read from the fitted curve at half-maximal effect; nearly all actives have a fitted effect of over 70% in size; inactives centre near 23
# Target sequence (P83916 whole entry, looked up): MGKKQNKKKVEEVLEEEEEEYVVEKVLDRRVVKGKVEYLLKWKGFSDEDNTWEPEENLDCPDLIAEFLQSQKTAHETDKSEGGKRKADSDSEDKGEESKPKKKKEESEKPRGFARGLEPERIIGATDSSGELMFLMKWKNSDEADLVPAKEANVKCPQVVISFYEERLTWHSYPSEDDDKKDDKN
#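 Compound inhibition of the preformed complex between 50 nM HP1-beta and 50 nM biotinylated H3K9me3 peptide was read by AlphaScreen. Buffer was PBS pH 7.4 with 0.01% Tween-20. Incubations ran 30 min at room temperature, with 10 ug/mL donor/acceptor beads.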
# An asterisk follows results filed as active; i = inactive; u = inconclusive; x = not tested or not shown; [ ] = dose if it differs, or a comment. Unless noted, calls follow the shape of the dose curve; as a rule, active = well fitted curve in the direction sought with a large enough effect; inconclusive = small, poorly fitted or top-dose-only effect, or another doubt; inactive = no such curve, though single readings can be large; an effect the other way counts as inactive or inconclusive.
ERG Ets-DNA blk	GLS inh	JMJD2A Tudor	G9a inh	Pin1 inh	PI4K2A block	Tb PGK inh	BAZ2B inh	HP1b binding inh	SMILES
-16%	57%[activator]	u	-1%[59 µM]	-1%	-11	-10%	6%	-1%	CCCc1cc(=O)[nH]c(SCC(=O)N(C)CC(=O)Nc2ccccc2CC)n1
-3%	24%	-22%	-18%[59 µM]	5%	6	i	6%	4%	O=C(CSc1nnc2n1CCCN2)c1ccc(Cl)cc1
10%	11%	-12%	-28%	5%	0	i	-14%	28%	C=C1SC(Nc2c(C)cc(C)cc2C)=NC12CCCCC2
-8%	-5%	-2%	x	-1%	0	-5%	x	60%[activator]	O=C(Cc1ccc(NC(=O)C2CCN(C(=O)c3ccccc3)CC2)cc1)Nc1ccc(C(=O)N2CCOCC2)cc1
-2%	12%	-14%	-8%	4%	1	7%	6%	16%	COc1ccc(NC(=O)c2ccc(-n3cncn3)c([N+](=O)[O-])c2)cc1OC
40%[activator]	22%	-25%	50µM*	u	-1	-6%	-1%	2%	CC1(C(=O)NNC(=O)c2ccc(=O)oc2)CC1Br (stereo unspecified)
-5%	5%	u	-11%	1%	2	-2%	-15%	6%	Cc1cc(NC(=O)c2ccccc2C)no1
0%	3%	6%	1%[59 µM]	2%	2	-10%	6%[57.1 µM]	44%[activator]	CC1CCCN(S(=O)(=O)c2ccc3c(c2)CCN3C(=O)CCC(=O)O)C1 (stereo unspecified)
9%	-13%	-12%	1%	5%	1	5%	-19%	27%	COc1ccc(/C=N/NC(=S)NCC2CCCO2)cc1 (stereo unspecified)
-4%	14%	-28%	14µM*	1%	1	-9%	-18%	1%[57 µM]	CCOC(=O)c1[nH]c(C)c(CCC(=O)Nc2ccc(N(CC)CC)cc2C)c1C
2%	2%	-15%	58%[activator]	19%	4	-6%	-13%	11%[57 µM]	COc1ccc(NC(=O)Cn2ncn3c(cc4ccccc43)c2=O)c(OC)c1OC
2%	3%	6%	2%[12.7 µM]	10%	4	-20%	3%	38%	Cc1ccc(C(=O)/C=C/Nc2ccccc2C(N)=O)cc1
4%	2%	-3%	-6%[59 µM]	1%	10	-1%	-2%	34%	O=C(Oc1cccc(-n2cnnn2)c1)c1ccco1
13%	15%	40µM*	x	14%	4	-7%	x	u	CN(C)CCOc1ccc(-c2c(-c3ccccc3)sc3ccccc23)cc1
-5%	9%	23%	12%[59 µM]	-4%	-1	15%	15%	72%[activator]	O=C(/C=C/c1ccc(Cl)cc1Cl)NCCSCc1ccccc1
-1%	1%	-2%	x	-3%	-2	-8%	x	43%[activator]	O=C1CCC/C=C\C[C@@H](CC(=O)N(CCO)Cc2ccccc2)C(=O)N2CCC[C@H]2CO1
2%	-3%	-5%	19%	4%	2	7%	4%	21%	COc1ccc(CN(CC(=O)NCC2CCCO2)C(=O)CNS(=O)(=O)c2ccccc2)cc1 (stereo unspecified)
14%	-3%	2%	12%	1%	-1	-10%	-14%	33%[activator]	O=C(COC(=O)c1ccc2c(c1)S(=O)(=O)N=C1CCCCCN12)NCc1cccs1
3%	16%	-12%	16%[12.7 µM]	-8%	1	-8%	2%	5%	COc1ccc(C)cc1NC(=S)NNC(=O)c1ccccc1Cl
9%	3%	u	20µM*	19%	-1	-3%	u	-4%	COc1cccc(CN2CCC(C(=O)Nc3ccc(-c4cccc(C)c4)cc3)CC2)c1O
-9%	4%	u	u	u	5	i	-34%	4%	COc1cc2cc(C)c(SCC(=O)N3CCN(C(=O)c4ccco4)CC3)nc2cc1OC
-1%	3%	-6%	-27%	4%	-5	-2%	7%	46%[activator]	CCOC(=O)CNC(=O)CSc1nc2cccnc2n1C
-3%	-10%	u	8%[59 µM]	15%	3	-6%	-5%	u	CCCc1nc2ccc(NC(=O)c3cccs3)cc2c(=O)n1Cc1ccccc1Cl
1%	1%	-17%	-34%	u	-1	x	-33%	13%	Cc1ccc(C)c(N(CC(=O)N/N=C/c2ccc(-c3ccc([N+](=O)[O-])cc3)o2)S(=O)(=O)c2ccccc2)c1
-6%	38%[activator]	-24%	u	-10%	-13	-11%	u	23%	Cn1c(CNc2ccc(O)cc2)nc2ccccc21
4%	4%	-21%	5%[12.7 µM]	2%	-5	x	1%	7%	CC1CCCCC1NC(=O)c1cc2c(s1)CS(=O)(=O)C2 (stereo unspecified)
1%[15.4 µM]	-3%	-18%	-31%	-7%	-7	-4%	u	12%	Cc1ccc(Oc2ncccc2NC(=O)CCCC(=O)O)c2c1CCC2
-1%	3%	-1%	u	-2%	0	2%	4%	18%	Cc1ccc(-c2csc(N3CCC(C(N)=O)(N4CCCCC4)CC3)n2)cc1
x	40%[activator]	-21%	22µM*	-6%	1	0%	u	25%	CCC1C(O)=C(c2ccccn2)C(=N)N1c1ccccc1 (stereo unspecified)
2%	13%	u	u	-3%	2	-2%	u	6%	CC(=O)Nc1ccc(C(=O)CN2CCN(c3ccccc3)CC2)cc1

# Random excerpt: three records from the list
ERG Ets-DNA blk	GLS inh	JMJD2A Tudor	G9a inh	Pin1 inh	PI4K2A block	Tb PGK inh	BAZ2B inh	HP1b binding inh	SMILES
-4%	14%	-28%	14µM*	1%	1	-9%	-18%	1%[57 µM]	CCOC(=O)c1[nH]c(C)c(CCC(=O)Nc2ccc(N(CC)CC)cc2C)c1C
-5%	5%	u	-11%	1%	2	-2%	-15%	6%	Cc1cc(NC(=O)c2ccccc2C)no1
4%	4%	-21%	5%[12.7 µM]	2%	-5	x	1%	7%	CC1CCCCC1NC(=O)c1cc2c(s1)CS(=O)(=O)C2 (stereo unspecified)

# (cont.)
ERG Ets-DNA blk	GLS inh	JMJD2A Tudor	G9a inh	Pin1 inh	PI4K2A block	Tb PGK inh	BAZ2B inh	HP1b binding inh	SMILES
-2%	-9%	-11%	-34%[59 µM]	30%	-7	4%	-4%	22%	Cc1ccc(-n2c(SCC(=O)Nc3cccc(F)c3)nc3c(oc4ccccc43)c2=O)cc1C
1%	11%	3%	9%[59 µM]	-10%	1	1%	-1%	28%	Clc1ccc(C(c2ccccc2)c2c[nH]c3ccccc23)s1 (stereo unspecified)
5%	-2%	u	u	0%	-1	-4%	-23%	-6%	O=C(Nc1cccc(S(=O)(=O)N2CCCCC2)c1)C1=NN(c2ccccc2)C(=O)CC1
8%	12%	u	u	2%	2	i	-12%	-11%	O=[N+]([O-])c1cccc(NC(=S)NCCc2ccccc2)c1
-2%	1%	9%	41%	9%	-3	2%	-10%	57%[activator]	O=C(NCc1ccc(F)cc1)c1cc2c(s1)CS(=O)(=O)C2
-8%	2%	1%	2%[59 µM]	-1%	1	-1%	-8%	32%	COc1cccc(CNC(=O)c2cccc(-n3c(C)nc4cccnc43)c2C)c1
1%	-2%	-23%	-12%[2.33 µM]	12%	8	-6%	-32%	24%	COc1cc(C(=S)N2CCC(Cc3ccccc3)CC2)ccc1OCC(N)=O
7%	-4%	17%	-5%	0%	-1	3%	-4%	49%[activator]	COc1cc(/C=N/n2c(C)nnc2C)cc(OC)c1OC
6%	0%	-10%	15%	u	-6	i	-11%	21%	O=C(Nc1ccc(Br)cc1)c1cnc[nH]1
77%[activator]	3%	u	x	u	-1	-11%	45µM*	u	O=C(CCCN1C(=O)/C(=C/c2ccco2)SC1=S)Nc1cccc(C(=O)O)c1
4%	0%	-1%	9%[59 µM]	1%	0	-6%	-17%	51%[activator]	O=C(CNC(=O)c1ccccc1Cl)OCc1cc(=O)n2nc(C3CC3)sc2n1
-3%	52%[activator]	-4%	50µM*	18%	5	-1%	6%	31%	Cc1c(OCc2nn[nH]n2)ccc2c(-c3ccccc3)cc(=O)oc12
-7%	-13%	-13%	-2%	1%	-2	-3%	-8%	-31%	COCCNC(=O)CN(C(=O)CCC(=O)Nc1ccccn1)c1ccccc1F
5%	18%	-14%	8%[59 µM]	-2%	2	1%	3%	36%[activator]	Cc1nc(CC(=O)N2CCN(S(=O)(=O)c3ccccc3C#N)CC2)cs1
0%	-5%	-10%	2%	-1%	1	2%	-29%	29%	COc1ccc2cc(C(=O)C3CCCN(C(=O)c4csnn4)C3)ccc2c1 (stereo unspecified)
4%	3%	-7%	-9%[12.7 µM]	-2%	-17	-5%	-13%	5%	S=C(Nc1ccc2nccnc2c1)N1CCCC1
13%	1%	-9%	-8%	-6%	-7	-4%	4%	29%	O=C(CC(C(=O)O)c1ccc(Cl)cc1Cl)c1ccc(Cl)cc1 (stereo unspecified)
0%	2%	-21%	6%	-22%	1	-7%	-4%	29%	CCN1CCN(C(=O)C(NS(=O)(=O)c2ccc3nc(C)sc3c2)C(C)C)CC1 (stereo unspecified)
-4%	1%	-21%	x	-13%	0	0%	x	57%[activator]	COC(=O)[C@]1(C)N[C@H](c2ccc(-c3ccc(OC)cc3)cc2)[C@@H]2C(=O)N(C)C(=O)[C@@H]21

# Rows were taken by chance; 11% or so of the library scored in one or more.
